# FBW7 activator = FBW7 E3 ligase activators, primary screen, biochemical, AlphaScreen, human. hit rate 0.13% among 650,000. normalized activity (activation), % at 26.1 µM. AID 1259310, 2017. AlphaScreen FBW7–phospho-cyclin E peptide binding, activator screen; in the data active = normalized activity above about 1.9%;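 also: purified mutant Fbw7 with reduced substrate affinity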
# GPR151 ag = activators of human GPR151, primary screen, cell-based, PathHunter beta-arrestin, luminescence; G-protein coupled receptor 151 (Homo sapiens), Q8TDV0; PathHunter beta-arrestin GPR151 cells; activation, % at 11.2 µM; hit rate 1% among 650,000; AID 1508602, 2020; in the data active = activation above about 4.9%;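 also: 0% = median of compound wells and 100% = cells with positive control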
# MITF primary = MITF inhibitors, primary screen, biochemical, AlphaScreen, human | Microphthalmia-associated transcription factor (Homo sapiens), O75030 | AlphaScreen MITF homodimerization, bead proximity signal | inhibition, % at 2.6 µM | hit rate 0.91% among 650,000; in the data active = inhibition above about 50%;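 also: 0% = vehicle wells with protein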
# Target sequence (O75030 whole entry, looked up): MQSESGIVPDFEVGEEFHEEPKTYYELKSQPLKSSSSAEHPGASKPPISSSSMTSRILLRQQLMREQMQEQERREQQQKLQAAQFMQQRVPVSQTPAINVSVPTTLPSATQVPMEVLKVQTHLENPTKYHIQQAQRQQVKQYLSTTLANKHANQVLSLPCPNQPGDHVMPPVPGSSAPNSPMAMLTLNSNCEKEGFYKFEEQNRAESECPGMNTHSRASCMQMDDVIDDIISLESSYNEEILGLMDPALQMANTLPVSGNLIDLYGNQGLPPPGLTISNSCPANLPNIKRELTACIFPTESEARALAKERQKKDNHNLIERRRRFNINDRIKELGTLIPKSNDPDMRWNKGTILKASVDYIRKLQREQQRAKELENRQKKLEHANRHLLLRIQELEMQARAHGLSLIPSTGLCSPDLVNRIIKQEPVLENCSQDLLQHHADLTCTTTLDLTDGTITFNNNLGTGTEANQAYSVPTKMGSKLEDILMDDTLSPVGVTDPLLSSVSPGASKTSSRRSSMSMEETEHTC
# TEAD-YAP inh = TEAD-YAP interaction inhibition, primary screen, TEAD-YAP interaction inhibitor project, luminescence, HEK-TIYL cells; TEAD-Gal4/YAP UAS-luciferase luminescence; inhibition, % at 9.12 µM; hit rate 1.4% among 640,000; AID 1259422, 2018; in the data active = inhibition above about 32%;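 also: 0% = median of test compound wells and 100% = reference inhibitor wells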
# Numbers without * were called inactive; & = joins results of further samples.
SMILES,FBW7 activator,GPR151 ag,MITF primary,TEAD-YAP inh
CCN(c1ccccc1)S(=O)(=O)c1ccc(F)c(C(=O)NCCC(C)C)c1,0.3,1.7,7,5
COCC(C)NC(=O)c1cc(-c2ccc3c(c2)OCO3)on1 (stereo unspecified),-0.1,-2.1,16,-32
Cn1c(=O)c2c(nc(SCC(=O)NCCc3ccccc3)n2Cc2ccc(C(C)(C)C)cc2)n(C)c1=O,-0.1,-1.1,1,-9
O=C(O)CCCCCN1C(=O)C(O)=C(C(=O)/C=C/c2ccccc2)C1c1ccccc1F (stereo unspecified),0.0,1.4,-6,11
CCCCCn1c(SCc2ccccn2)nc2cc(C(=O)N(CC)CC)ccc2c1=O,0.4,-0.5,18,2
CCCNc1nc(NCc2cccnc2)nc2c1ncn2-c1ccsc1,-0.2,0.1,-10,-1
Cn1c(SCC(=O)Nc2ccc(F)cc2)nnc1C(F)(F)F,-0.1,2.3,-10,5
Cc1ccc(CN2CCN3C(=O)[C@@H]([C@H](C)O)NC(=O)[C@H]3C2)c(C)c1,-0.3,0.4,-10,-1
COc1ccccc1OCCOc1ccccc1[N+](=O)[O-],0.1,-1.2,0,-52
O=C(NC1CCCCC1)c1cc2nc(-c3ccc(Cl)c(Cl)c3)cc(C(F)(F)F)n2n1,0.1,-0.5,-11,0
O=c1c(-c2ccc(Cl)cc2)c(N2CCCCCC2)c1=O,0.1,-1.4,-15,-2
Cc1ccc(NCC(O)Cn2c3ccccc3n3c(=O)cc(C)c(C#N)c23)cc1 (stereo unspecified),-0.1,0.9,-1,0
O=C1C2ON(c3ccccc3)C(c3ccco3)C2C(=O)N1c1ccc(Cl)cc1 (stereo unspecified),0.5,-0.4,26,2
COc1ccc(-c2ncc(C(=O)NCCCN3CCCC3=O)s2)cn1,-0.1,1.8,-1,9
O=C(CN1CC(=O)N2CCCC2C1=O)NC1CCCCCC1 (stereo unspecified),-0.3,-1.9,-1,-5
N#CC1=C(N)Oc2n[nH]c(-c3ccccc3)c2C1c1cccc(Cl)c1Cl (stereo unspecified),-0.5,-1.2,10,2
COc1ccc(S(=O)(=O)Nc2cc([N+](=O)[O-])ccc2OC)cc1Cl,-0.2,0.9,-10,15
Oc1ccc(CCNc2nc(Nc3nccc4ccccc34)nc3c2ncn3Cc2ccc(C(F)(F)F)cc2)cc1,0.0,1.9,-8,5
Cc1c(NC(=O)CCC(=O)c2cccs2)c(=O)n(-c2ccccc2)n1C,0.2,-0.6,28,10
O=C(/C=C/c1ccccc1)Nc1ccc2nc(SCC(=O)NC3CC3)sc2c1,0.1,-0.9,10,-36
Cc1cccc(NC(=S)NC(=O)c2ccccc2F)n1,-0.2,2.6,-16,-50
Cc1cc(NC(=O)Cc2ccc(F)cc2)no1,-0.1,3.0,-1,-3
O=C(NCC1Cc2cc(-c3cnccn3)ccc2O1)c1cccc(N2CCCC2=O)c1 (stereo unspecified),0.6,-1.3,52*,5
O=c1[nH]c2ccc(S(=O)(=O)N3CCCC3)cc2s1,0.0,-0.6,10,10
O=c1[nH]c(=O)n(CCO)c2nsnc12,0.0,0.5,3,-4
# (next part)
SMILES,FBW7 activator,GPR151 ag,MITF primary,TEAD-YAP inh
O=C(O)CCCC(=O)Nc1ccc(N2C(=O)C3C4CCC(C4)C3C2=O)cc1 (stereo unspecified),0.2,-0.6,14,-5
Cc1csc(C(C(=O)O)c2ccccc2)n1 (stereo unspecified),0.0,-1.5,-3,14
COCCn1ccc(-c2sc(NCc3cnn(C)c3)nc2C)n1,0.1,-0.8,11,5
N#C/C(=C/c1ccc(-c2ccc3c(c2)C(=O)NC3=O)o1)C(=O)O,-0.1,0.1,55*,0
COC(=O)C1=C(O)/C(=C\c2cc(C)n(-c3ccc(F)cc3)c2C)N=C1C,0.0,-1.7,26,-1
O=C(CC(NCc1ccc(F)cc1)C(=O)O)c1ccc(C2CCCCC2)cc1 (stereo unspecified),-0.1,-0.9,7,2
CCCn1c(=O)c2c(nc3n(-c4ccc(Cl)cc4)c(C)cn23)n(C)c1=O,0.3,1.4,-3,-1
COc1ccc(N(CC(=O)Nc2ccc(C)cc2)S(=O)(=O)c2c(C)noc2C)cc1,0.3,2.5,20,-2
Cc1ccc(-n2c(-c3ccncc3)n[nH]c2=S)c(Br)c1,-0.3,0.4,1,3
CN(C)c1ccc(/C=N/Nc2nc3ccccc3o2)cc1,-0.2,-4.1,13,55*
COCc1cc(C)nc2sc3c(=O)n(Cc4ccccc4)nnc3c12,0.1,0.3,-10,10
CCN(CC)C(=O)C(=O)c1c(-c2ccccc2)cc2ccccn12,-0.1,1.4,3,10
Cc1nc(Nc2ccccc2)nc(Nc2ccccc2)c1[N+](=O)[O-],0.0,1.2,0,4
COc1ccc(CCNC(=O)c2ccc3c(c2)nc(SCc2cccc(Cl)c2)n2c4ccccc4nc32)cc1OC,0.0,-0.7,0,-6
CC(C)CN(C(=O)c1ccncc1)c1nnc(-c2cccnc2)s1,-0.5,-1.1,14,-16
CC1=C(C(=O)OC2CCCC2)C(c2cccc([N+](=O)[O-])c2)NC(=O)N1C (stereo unspecified),-0.3,0.0,8,-11
Cc1ccc(C(=O)Nc2c3c(nn2C(C)(C)C)CS(=O)(=O)C3)cc1C,0.4,3.0,1,-3
O=C(c1nnn(-c2ccccc2)c1CSc1ncccn1)N1CCc2ccccc2C1,0.4,-1.8,17,-12
COc1ccc(N2CCN(C(=O)c3ccc(C#CC4(O)CCCCC4)cc3)CC2)cc1,0.0,0.5,-7,-4
N#CCCSc1ccccc1NC(=O)c1ccc(S(=O)(=O)N2CCCCCC2)cc1,0.9,-1.6,8,14
CS(=O)(=O)N(CC(=O)Nc1ccccc1Br)Cc1ccc(Cl)cc1,-0.1,-0.6,-1,3
CCOc1cc(/C=C2/C(=O)N(c3ccc(C)c(C)c3)N=C2C)cc(I)c1O,-0.8,0.8,18,5
O=C(Nc1ncc(Br)s1)C1CCCN(S(=O)(=O)c2cnc[nH]2)C1 (stereo unspecified),0.1,-0.1,-6,-9
O=C(NCc1ccncc1)c1cc(Cl)ccc1[N+](=O)[O-],0.0,1.1,14,0
COc1cc(C(=O)/C=C/c2ccc(F)cc2)ccc1O,0.0,0.1,-14,66*
# (cont.)
SMILES,FBW7 activator,GPR151 ag,MITF primary,TEAD-YAP inh
C=CCn1c(NCc2cccnc2)cc(=O)n(C)c1=O,0.0,-0.1,-4,6
C/C(=N/Nc1ccccn1)c1ccccc1,-0.7,-0.9,20,-39
C=COCCNC(=S)Nc1ccccc1,-0.1,1.9,-10,1
CCN1C=NS(=O)(=O)c2ccccc21,0.9,0.4,15,3
O=C(Cc1ccc(Br)cc1)OCc1ccc([N+](=O)[O-])cc1,0.0,0.6,-2,3
Cc1cc(C(F)(F)F)c(C#N)c(SCC(=O)c2ccc(Br)cc2)n1,0.7,-0.2,-1,1
COC(=O)C1=C(C)NC(=O)NC1c1c(Cl)nc2c(C)cccn2c1=O (stereo unspecified),0.1,-0.5,3,-4
O=C(CN(CC1CCCO1)C(=O)CCC(=O)Nc1ccccn1)NCCc1ccccc1 (stereo unspecified),0.0,0.1,2,12
CNC[C@H](O)c1cccc(O)c1,0.2&0.2,-0.1&0.4,7&2,4&10
Cc1ccc(C)c(S(=O)(=O)N2CCCC2CNC(=O)C(=O)Nc2c(C)cccc2C)c1 (stereo unspecified),0.3,-1.0,0,-5
CC(C)=CC1C(C(=O)O)C1(C)C (stereo unspecified),-0.1,-0.1,7,0
O=C(CNc1cccc(Cl)c1)N/N=C/c1cccs1,0.2,-0.9,12,5
CC(=O)c1cccc(-c2cccc(C(=O)NCc3cccc(C(F)(F)F)c3)n2)c1,0.6,2.4,14,13
O=C(Cn1cnc2ccccc2c1=O)NCCN=C1NS(=O)(=O)c2ccccc21,0.0,0.6,7,-4
COc1ccc(OC)c(CNCc2ccccc2)c1,0.0,-0.1,11,2
CC1(C)CC(=O)C2=C(C1)N(c1cccc(C(F)(F)F)c1)C(N)=C(C#N)C2c1ccsc1 (stereo unspecified),0.3,0.4,19,4
Cc1cc(O)c(C(c2ccccc2)N2CCCCC2)c(=O)n1Cc1ccco1 (stereo unspecified),0.0,0.9,9,3
COc1ccc(NC(=O)CN2C(=O)C(C)Oc3ccccc32)cc1OC (stereo unspecified),0.0,1.3,14,0
CCOC(=O)c1cnc(SCc2ccc(Br)cc2)nc1N,0.1,0.2,-8,-25
C=CCNCCOc1ccccc1CC=C,0.1,-0.1,13,3
CN(CC1CCOCC1)C(=O)CC1C(=O)NCCN1Cc1cccc(F)c1 (stereo unspecified),-0.1,0.3,-5,6
CC(=O)NCCc1nc2ccccc2n1Cc1ccc(C(C)C)cc1,-0.1,0.3,-6,-5
COc1ccc2cc(C3CC(c4ccco4)=NN3C(=O)CCC(=O)O)c(Cl)nc2c1 (stereo unspecified),0.0,0.4,6,-2
COCc1nnc(NC(=O)C(Cc2ccccc2)N2C(=O)c3ccccc3C2=O)s1 (stereo unspecified),-0.6,0.8,5,3
CCC1CCCCN1Cc1c(O)ccc2c(=O)c(-c3ccccc3)c(C(F)(F)F)oc12 (stereo unspecified),-0.3,0.2,-12,3
# Later entries:
SMILES,FBW7 activator,GPR151 ag,MITF primary,TEAD-YAP inh
CC1CC(C)CN(S(=O)(=O)c2ccc(F)c(C(=O)Nc3ccc(F)cc3)c2)C1 (stereo unspecified),0.0,4.6,5,1
Cc1ccc(C(=O)N/C(=C\c2ccc3c(c2)OCO3)C(=O)N2CCOCC2)cc1,0.6,1.9,16,9
CCS(=O)(=O)N1CCN(c2ccc([N+](=O)[O-])c(NCCc3ccccc3)c2)CC1,-0.2,0.4,-13,6
CC(=O)Nc1ccc(Nc2cc(C)nc(-n3nc(C)cc3C)n2)cc1,0.7,-0.5,-5,36*
COc1ccc(CCC(=O)NCC2Cc3cc(F)cc(-c4cnccn4)c3O2)cc1OC (stereo unspecified),0.1,1.7,-8,-8
CCCCOC(=O)c1cc(NC(=S)NC(=O)/C=C/c2ccccc2)ccc1Cl,0.3,0.5,19,12
COc1ccc(C(=O)OCC(=O)C(C)(C)C)cc1S(=O)(=O)N(C)Cc1ccccc1,-0.1,-0.3,-1,1
NNC(=O)c1cc(N)c(=O)[nH]n1,0.0,0.8,0,-39
COC(=O)c1ccccc1NC(=O)COc1cccc(Br)c1,0.6,-1.2,-7,-3
COc1cc(OC)c(OC)cc1CNC1CCCc2ccccc21 (stereo unspecified),0.0,0.7,44,4
CCOc1cc(S(=O)(=O)NCc2ccco2)c(C)cc1C,0.1,-0.7,6,0
CCOC(=O)N1CCN(c2cc(-c3cccnc3)nc(-c3ccccc3)n2)CC1,0.4,-0.8,0,3
CCn1c(C)[n+](CCCS(=O)(=O)O)c2cc(Cl)c(Cl)cc21,0.0,0.3,0,-8
CCc1nnc(NC(=O)COc2ccc(Cl)c(C)c2)s1,-0.1,-1.9,0,0
COc1ccccc1-c1nnc2sc(-c3ccc(F)cc3)nn12,0.1,1.8,10,8
C=CCNC(=O)CCCc1nc(-c2ccccc2)no1,0.0,-1.5,1,-4
COc1cc(-c2cn[nH]c2)cc2c(=O)[nH]c(C3COc4ccc(Cl)cc4C3)nc12 (stereo unspecified),0.2,-0.7,11,0
